Compound activity: PubChem, several laboratories
HDAC3 inhib: blocks human histone deacetylase 3. O15379. recombinant HDAC3, fluorogenic peptide/trypsin coupled, fluorescence. inhibition, % at 8.3 µM. hit rate 0.15% among 320,000; in the data active means inhibition above about 26%, passing the limit was not always enough
ANO1 activ: mouse TMEM16A channel activation, primary screen. hit rate 0.3% among 340,000. B-score at 10 µM. HEK293 TMEM16A/YFP-H148Q/I152L, iodide quench fluorescence; active compounds read low;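 active means fluorescence-ratio B-score plate-corrected deviation score at least 3 library SD below zero, with starting fluorescence score within 5 deviations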;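 further: channel opened by trigger with iodide after compound preincubation; score built on the fluorescence ratio of max minus min over baseline; more negative score means more quench and so TMEM16A activation or potentiation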
Dyrk1A ADPGlo: Dyrk1A (rat) kinase inhibition | ADP-Glo luminescence, NFATc1 peptide | inhibition, % at 12.5 µM | hit rate 0.43% among 310,000 | AID 504441; in the data active means inhibition above about 50%;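 further: plate controls were vehicle with enzyme for no effect and no enzyme for full effect; many of its hits are not listed in these tables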
TRPC4 potent: allosterically enhances the mouse TRPC4 cation channel. hit rate 0.42% among 310,000. HEK293 TRPC4beta/mu-opioid, DAMGO EC20, Fluo-4 Ca2+ flux; active compounds read high. Q9QUQ5. B-score at 10 µM. AID 2227;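 active means B-score of calcium response area above 5 SD of library B-scores, with initial fluorescence ratio within 5 SD of library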;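 further: B-score of integrated fluorescence ratio over time as area under calcium response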
Target sequence (Q9QUQ5 whole entry, looked up): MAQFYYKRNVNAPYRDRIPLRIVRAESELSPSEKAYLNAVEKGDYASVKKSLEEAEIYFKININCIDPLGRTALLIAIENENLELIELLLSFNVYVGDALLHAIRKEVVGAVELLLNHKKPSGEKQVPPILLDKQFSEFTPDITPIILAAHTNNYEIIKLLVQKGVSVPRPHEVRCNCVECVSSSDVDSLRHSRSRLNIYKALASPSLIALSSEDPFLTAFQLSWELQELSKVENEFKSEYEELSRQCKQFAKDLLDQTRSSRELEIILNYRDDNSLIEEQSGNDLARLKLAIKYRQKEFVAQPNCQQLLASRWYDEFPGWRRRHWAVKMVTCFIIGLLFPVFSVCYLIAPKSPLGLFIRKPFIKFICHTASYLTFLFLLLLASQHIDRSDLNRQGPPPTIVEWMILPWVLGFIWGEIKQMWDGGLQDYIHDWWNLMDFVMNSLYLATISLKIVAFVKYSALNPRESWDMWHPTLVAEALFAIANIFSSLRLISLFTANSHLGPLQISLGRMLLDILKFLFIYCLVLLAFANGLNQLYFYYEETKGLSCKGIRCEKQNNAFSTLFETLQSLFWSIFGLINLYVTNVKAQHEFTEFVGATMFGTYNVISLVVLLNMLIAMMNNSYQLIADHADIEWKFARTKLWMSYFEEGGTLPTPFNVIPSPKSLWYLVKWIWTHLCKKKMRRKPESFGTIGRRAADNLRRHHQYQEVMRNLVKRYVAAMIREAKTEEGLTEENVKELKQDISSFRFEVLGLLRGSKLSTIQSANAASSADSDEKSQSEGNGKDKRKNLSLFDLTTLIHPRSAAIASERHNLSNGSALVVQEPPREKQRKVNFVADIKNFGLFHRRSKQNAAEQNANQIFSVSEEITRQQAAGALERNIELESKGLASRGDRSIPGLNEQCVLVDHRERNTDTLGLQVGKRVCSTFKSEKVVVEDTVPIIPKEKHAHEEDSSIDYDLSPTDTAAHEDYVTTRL
KCNK3 inh: human KCNK3 channel inhibition, primary screen | CHO-KCNK3 thallium flux, FluxOR fluorescence; active compounds read low | O14649 | B-score at 10 µM | hit rate 0.84% among 340,000;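 active means B-score under library mean minus 4 SD, starting fluorescence ratio at most library mean plus 5 SD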;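 further: more negative B-score means stronger inhibition of thallium flux through KCNK3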
KCNQ1 pot: potentiators or activators of human KCNQ1 potassium channel; P51787; CHO-K1 KCNQ1, thallium flux FluxOR fluorescence; active compounds read high; B-score at 10 µM; hit rate 0.35% among 310,000; AID 2648;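 active means fluorescence ratio B-score, a plate-corrected score, at least three library SD, with initial intensity B-score within 5 SD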
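Assay system: CHO-K1 cells stably expressing KCNQ1. Medium: assay buffer for compound exposure, DMSO matched across wells. Timing: 37 °C overnight plating, 90-min dark dye load, 20-min compound pretreatment. Signal: kinetic FluxOR fluorescence, 10 s baseline plus 110 s post-stimulus.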
KCNQ1 block: inhibitors of human KCNQ1 potassium channel; CHO-K1 KCNQ1, FluxOR thallium flux fluorescence; active compounds read high; hit rate 1.3% among 310,000; AID 2642; B-score at 10 µM;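 active means compounds whose thallium flux B-score, printed positive for inhibition, exceeds three library SD while starting fluorescence stays within three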;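 further: channel opened by potassium depolarization with thallium stimulus after 20 min compound exposure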
TMEM16A inh: blocks the mouse calcium-activated chloride channel TMEM16A | normalized B-score (activity score, 25-100; higher = stronger inhibition) at 10 µM | hit rate 1.2% among 310,000 | HEK293 TMEM16A/YFP iodide influx fluorescence, ionomycin | AID 588511 | Q8BHY3;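 active means ratio plate-corrected score three or more library SD toward inhibition, starting fluorescence score within five deviations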;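 further: score derived from kinetic fluorescence span divided by baseline fluorescence per well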
KCNK9 block: human KCNK9 channel inhibition. Q9NPC2. HEK293 KCNK9, FluxOR thallium flux fluorescence; active compounds read low. B-score at 10 µM. hit rate 1.2% among 310,000;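 active means ratio B-score over 3 SD below the library mean, with starting fluorescence within 5 SD of its mean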;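 further: negative B-score means less thallium flux so channel inhibition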
TRPC4 act: opens the mouse TRPC4 cation channel | Q9QUQ5 | HEK293 TRPC4beta/mu-opioid, Fluo4 calcium fluorescence; active compounds read high | B-score at 10 µM | hit rate 0.49% among 310,000 | AID 2237;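 active means B-score above 5 SD of library B-scores, and initial fluorescence ratio not above library mean plus 5 SD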;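 further: positive B-score marks a calcium rise read as TRPC4 activation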
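Technique: kinetic Fluo4 calcium fluorescence; Test system: TRPC4beta and mu-opioid receptor HEK293 stable cells; Measure: B-scored integrated calcium fluorescence ratio; Benchmarks: low control buffer alone, high control maximal DAMGO; Schedule: 45 min room-temperature Fluo4 loading, 110 s read.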
hERG protect: compounds protecting human hERG from proarrhythmic drug block. Q12809. CHO-hERG, FluxOR thallium flux, dofetilide IC70 present. activation (rescue from dofetilide block), less the hit threshold, % at 10 µM. hit rate 0.51% among 310,000;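 active means activation above the mean of controls blocked by dofetilide plus 5 SD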;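 further: thallium influx through hERG after potassium depolarization seen as dye fluorescence rise; in these data hits start at about 4.7%; inactives centre near -7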
The depositor's hits bear a star; i = inactive; . = no result given. This is a subset; rates above refer to the full screens.

nr	mol	HDAC3 inhib	ANO1 activ	Dyrk1A ADPGlo	TRPC4 potent	KCNK3 inh	KCNQ1 pot	KCNQ1 block	TMEM16A inh	KCNK9 block	TRPC4 act	hERG protect
1	CN(CCNC(=O)c1ccc(/C=N/O)nc1)Cc1ccccc1	.	i	4.5	22*	i	i	i	i	i	i	-4.5
2	O=C(Nc1ccc([N+](=O)[O-])cn1)C1CCCCC1	3.9	i	7.9	22*	i	i	i	i	i	i	-2.0
3	COc1ccccc1NS(=O)(=O)c1cc(NC(=O)CNC(=O)c2ccccc2)ccc1C	-13.1	i	-2.1	i	i	i	i	i	i	i	-11.7
4	Cc1cccc(NC(=O)c2onc3c2CCCC3)n1	-0.5	i	2.5	i	i	i	i	i	i	i	-0.3
5	Cc1csc(C(=O)O)c1-c1c(C)csc1C(=O)O	7.4	i	-0.8	i	i	i	i	i	i	i	-9.8
6	Cc1cccc(NCC(O)Cn2cnc3c2c(=O)n(C)c(=O)n3C)c1 (stereo not drawn)	-2.8	i	-12.6	i	i	i	i	i	i	i	-7.7
7	CC(C)CNS(=O)(=O)c1ccc(CCC(=O)N2CCC(C(N)=O)CC2)cc1	-5.0	i	-1.0	i	i	i	i	i	i	i	-14.4
8	Cc1cc(Cl)ccc1NC(=S)N1CCN(C(=O)c2ccco2)CC1	-11.3	i	-2.3	i	i	i	i	i	i	i	-6.8
9	COc1ccccc1C(C)NC(=O)CCOc1cccc(C)c1 (stereo not drawn)	-0.9	i	2.8	i	i	i	i	i	i	i	-7.1
10	CCc1c(O)nc(SCC(=O)Nc2ccc(C)cc2)n(C2CCCCC2)c1=O	4.9	i	1.2	i	i	i	i	i	i	i	-7.9
11	CC(C)OCCCNC(=O)Cn1ccc2cc(S(=O)(=O)N3CCCCC3)ccc21	0.5	i	-1.3	i	i	i	i	i	i	i	-8.2
12	CC(C)(C)NS(=O)(=O)c1ccc(CCC(=O)N2CCCCC2)cc1	0.1	i	17.0	i	i	i	i	i	i	i	-1.6
13	Cc1cc(C)c(NC(=O)C2CCN(C(=O)c3ccco3)CC2)c(C)c1	-1.4	i	-2.4	i	i	i	i	i	i	i	-4.3
14	Cc1ccc(-c2nc(SCC(=O)Nc3cc(C)on3)c3c(=O)n(C)c(=O)n(C)c3n2)cc1	-0.5	i	1.3	i	i	i	i	i	i	i	-8.6
15	CCCC(=O)Nc1ccc(C(=O)N/N=C/c2ccc([N+](=O)[O-])o2)cc1	5.6	i	2.0	i	i	i	i	i	i	i	-2.1
16	COc1ccc(NC(=O)CNS(=O)(=O)c2ccc(Cl)cc2)cc1OC	-2.8	i	7.7	i	i	i	i	i	i	i	-6.2
17	O=C1CC(Nc2ccccc2)C(=O)N1Cc1ccccc1 (stereo not drawn)	-6.4	i	-1.4	i	i	i	i	i	i	i	-16.7
18	Cc1nc2cc(NS(=O)(=O)c3cccc(F)c3)ccc2s1	0.2	i	3.3	i	i	i	i	i	i	i	-1.6
19	O=C(NCCN1CCCC1)c1cccc(Cl)c1	1.3	i	-5.0	i	i	i	i	i	i	i	-7.6
20	CCOC(=O)c1cnc(N2CCOCC2)[nH]c1=O	-2.0	i	18.3	i	i	i	i	i	i	i	-3.3

Pulled by structure from the entries so far (2):
nr	mol	HDAC3 inhib	ANO1 activ	Dyrk1A ADPGlo	TRPC4 potent	KCNK3 inh	KCNQ1 pot	KCNQ1 block	TMEM16A inh	KCNK9 block	TRPC4 act	hERG protect
19	O=C(NCCN1CCCC1)c1cccc(Cl)c1	1.3	i	-5.0	i	i	i	i	i	i	i	-7.6
12	CC(C)(C)NS(=O)(=O)c1ccc(CCC(=O)N2CCCCC2)cc1	0.1	i	17.0	i	i	i	i	i	i	i	-1.6

Other structures follow:
nr	mol	HDAC3 inhib	ANO1 activ	Dyrk1A ADPGlo	TRPC4 potent	KCNK3 inh	KCNQ1 pot	KCNQ1 block	TMEM16A inh	KCNK9 block	TRPC4 act	hERG protect
21	Cc1ccccc1C(=O)NCC(C)NC(=O)c1ccccc1C (stereo not drawn)	-8.5	i	-0.8	i	i	i	i	i	i	i	-7.8
22	COC(=O)c1ccc(CN2C(=O)c3ccccc3C2=O)o1	2.0	i	1.1	i	i	i	i	i	i	i	-2.5
23	CC(C)n1c(SCC(=O)NC2CC2)nnc1-c1ccco1	-3.1	i	-6.0	i	i	i	i	i	i	i	-11.4
24	Cc1oc(CC(C)C)cc1C(N)=O	-3.3	i	3.1	i	i	i	i	i	i	i	-13.6
25	O=C(COC(=O)CCOc1ccccc1)Nc1cc(S(=O)(=O)N2CCCCC2)ccc1Cl	3.1	i	3.2	i	i	i	i	i	i	i	-16.6
26	O=C(CSCc1ccccc1Br)N/N=C/c1ccc(OCC(=O)N2CCCCC2)cc1	.	i	-0.1	i	i	i	i	i	i	i	-12.7
27	CN1CC(=O)N(CC(=O)Nc2ccc3c(c2)CCC3)C1=O	2.9	i	1.8	i	i	i	i	i	i	i	-9.0
28	Cc1cc(C)n(C(=O)CNC(=O)c2ccccc2F)n1	3.1	i	-2.5	i	i	i	i	i	i	i	-1.8
29	CC(=O)Nc1sc2c(c1C(c1ccccc1)N1CCOCC1)CCCC2 (stereo not drawn)	-0.1	i	-3.5	i	i	i	i	i	i	i	-9.8
30	CC(=O)Nc1ccc(S(=O)(=O)N(C)CCOCc2ccccc2)cc1	9.6	i	-2.5	i	i	i	i	i	i	i	-11.2
31	CCN1CCN(Cc2nc3ccc([N+](=O)[O-])cc3c(=O)n2-c2ccc(OC)cc2OC)CC1	1.9	i	-4.5	i	i	i	i	i	i	i	-4.0
32	CCCCn1c(SCC(N)=O)nc2sc3c(c2c1=O)CCC3	2.2	i	0.2	i	i	i	i	i	i	i	-3.9
33	CC1(c2nnc(-c3ccc(F)cc3)o2)CC(c2ccc([N+](=O)[O-])cc2)=NO1 (stereo not drawn)	7.4	i	.	i	i	i	i	i	i	i	-1.1
34	O=C(CSCc1ccccc1)N1CCN(Cc2ccc3c(c2)OCO3)CC1	2.5	i	-3.3	i	i	i	i	i	i	i	-9.2
35	C#C[C@]1(O)CC[C@H]2[C@@H]3CCc4cc(OC)ccc4[C@H]3CC[C@@]21C	4.2	i	10.6	i	i	i	i	i	i	i	-3.4

Some of the entries so far, with values under each structure.
Fields: HDAC3 inhib | ANO1 activ | Dyrk1A ADPGlo | TRPC4 potent | KCNK3 inh | KCNQ1 pot | KCNQ1 block | TMEM16A inh | KCNK9 block | TRPC4 act | hERG protect
(6) Cc1cccc(NCC(O)Cn2cnc3c2c(=O)n(C)c(=O)n3C)c1 (stereo not drawn)
    -2.8 | i | -12.6 | i | i | i | i | i | i | i | -7.7
(7) CC(C)CNS(=O)(=O)c1ccc(CCC(=O)N2CCC(C(N)=O)CC2)cc1
    -5.0 | i | -1.0 | i | i | i | i | i | i | i | -14.4
(8) Cc1cc(Cl)ccc1NC(=S)N1CCN(C(=O)c2ccco2)CC1
    -11.3 | i | -2.3 | i | i | i | i | i | i | i | -6.8
(9) COc1ccccc1C(C)NC(=O)CCOc1cccc(C)c1 (stereo not drawn)
    -0.9 | i | 2.8 | i | i | i | i | i | i | i | -7.1
(10) CCc1c(O)nc(SCC(=O)Nc2ccc(C)cc2)n(C2CCCCC2)c1=O
    4.9 | i | 1.2 | i | i | i | i | i | i | i | -7.9
(11) CC(C)OCCCNC(=O)Cn1ccc2cc(S(=O)(=O)N3CCCCC3)ccc21
    0.5 | i | -1.3 | i | i | i | i | i | i | i | -8.2
(12) CC(C)(C)NS(=O)(=O)c1ccc(CCC(=O)N2CCCCC2)cc1
    0.1 | i | 17.0 | i | i | i | i | i | i | i | -1.6
(13) Cc1cc(C)c(NC(=O)C2CCN(C(=O)c3ccco3)CC2)c(C)c1
    -1.4 | i | -2.4 | i | i | i | i | i | i | i | -4.3
(14) Cc1ccc(-c2nc(SCC(=O)Nc3cc(C)on3)c3c(=O)n(C)c(=O)n(C)c3n2)cc1
    -0.5 | i | 1.3 | i | i | i | i | i | i | i | -8.6
(15) CCCC(=O)Nc1ccc(C(=O)N/N=C/c2ccc([N+](=O)[O-])o2)cc1
    5.6 | i | 2.0 | i | i | i | i | i | i | i | -2.1
(16) COc1ccc(NC(=O)CNS(=O)(=O)c2ccc(Cl)cc2)cc1OC
    -2.8 | i | 7.7 | i | i | i | i | i | i | i | -6.2
(17) O=C1CC(Nc2ccccc2)C(=O)N1Cc1ccccc1 (stereo not drawn)
    -6.4 | i | -1.4 | i | i | i | i | i | i | i | -16.7
(18) Cc1nc2cc(NS(=O)(=O)c3cccc(F)c3)ccc2s1
    0.2 | i | 3.3 | i | i | i | i | i | i | i | -1.6
